Bioassay records from PubChem BioAssay.
VP16 counter: counter-screen for ROR gamma inhibitors: Gal4-VP16 reporter | Drosophila S2 Gal4-VP16 UAS-luciferase, luminescence, 20 h | Potency, µM (series often up to 53.6 µM), for the others: top-dose activity, negative = inhibition, most hits filed as inhibitors | actives 3.5% (n = 310,000);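 further: Gal4-VP16 expression switched on by copper sulfate through the metallothionein promoter; potency means the concentration at half of the fitted maximal effect; on the % scale 0 is the no-effect control and ±100 the full control effect; nearly all actives have a fitted effect of over 50% in size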
Mito fusion act: inhibitors of mitochondrial division or activators of mitochondrial fusion. S. cerevisiae fusion-defective mutant growth rescue, CellTiterGlo 48 h. AID 485298. actives 0.23% (n = 320,000). Potency, µM (series often up to 46.1 µM), for inactives: at the top dose growth rescue (activation), actives largely listed as activators;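 further: potency means the concentration at half of the fitted maximal effect; % of control where 0% means no effect; nearly all actives have a fitted effect of over 45% in size; temperature-sensitive fusion mutants such as fzo1-1 at 37 °C on non-fermentable ethanol glycerol medium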
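Read-out: ATP-based luminescence (CellTiterGlo, 10 min ambient) reporting growth of fusion-defective ts yeast after 48 hours at 37C on glycerol/ethanol YPEG medium in the presence of compound.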
NPC1 prom act: activates the NPC1 promoter | Potency, µM (doses to about 9.22 µM), without a hit: at the top dose activation, usual class: activators | actives 2.4% (n = 320,000) | Huh7 NPC1 promoter luciferase reporter, 24 h;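 further: potency means the concentration at half of the fitted maximal effect; % of control where 0% means no effect; nearly all actives have a fitted effect of over 60% in size; reporter is driven by a mutant NPC1 promoter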
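Compounds in DMSO were transferred onto Huh7 NPC1-luciferase reporter cells pre-incubated 2 h; after 24 h at 37 °C, Amplite reagent was dispensed and luminescence recorded 10 min later.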
RORgamma inh: ROR gamma (mouse) transcription inhibition. P51450. Drosophila S2 Gal4-RORgamma UAS-luciferase reporter, 20 h. Potency, µM (top dose mostly 53.6 µM), without a hit: top-dose activity change, negative = inhibition, hits mostly inhibitors. actives 5.4% (n = 310,000). AID 2551; further: potency means the concentration at half of the fitted maximal effect; on the % scale 0 is the no-effect control and ±100 the full control effect; nearly all actives have a fitted effect of over 60% in size
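Compounds are pin-transferred onto Drosophila Schneider cells expressing a copper-inducible Gal4–ROR gamma transactivation domain fusion. After 1 hr, copper sulfate is added to 700 uM final; luciferase is read 20 hr later.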
KCNH2 3.1 block: inhibitors of human KCNH2 3.1 potassium channel isoform | U2OS KCNH2 3.1, thallium flux FluxOr; active compounds read low | activity change, % (tested at about 1.8 µM) | actives 0.95% (n = 340,000) | AID 720553;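 active means maximum activity change below -70%; inconclusive means maximum activity change from -70% to -50%; inactive means maximum activity change above -50%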;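 further: thallium influx rate constant from kinetic fluorescence after stimulation buffer; on the % scale 0 is the no-effect control and ±100 the full control effect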
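Virally transduced U2OS (3.1 isoform, 4 h infection in dark at RT) → overnight 37 C → FluxOr + Red40 in HBSS/HEPES, 45 min → stimulation buffer, 2 min kinetic read → rate constant vs DMSO controls.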
MBNL1-CUG inh: MBNL1-poly(CUG) RNA binding inhibition | Q9NR56 | TR-FRET MBNL1-His/biotin-(CUG)12 binding, 665/545 ratio | Potency, µM (top dose mostly 57.5 µM), for inactives: top-dose activity change, negative = inhibition, actives largely listed as inhibitors | actives 0.036% (n = 280,000) | AID 2675; active means well fitted inhibition curve with a large enough effect in the signal ratio, with a control signal flat, not every such curve was filed as active; inconclusive means small, poorly fitted or top-dose-only effect, or effect the other way, or a change in a side signal; inactive means no such curve, though single readings can be large or run the other way; the % refers to the signal ratio; further: potency means the concentration at half of the fitted maximal effect; on the % scale 0 is the no-effect control and ±100 the full control effect
Target sequence (Q9NR56 whole entry, looked up): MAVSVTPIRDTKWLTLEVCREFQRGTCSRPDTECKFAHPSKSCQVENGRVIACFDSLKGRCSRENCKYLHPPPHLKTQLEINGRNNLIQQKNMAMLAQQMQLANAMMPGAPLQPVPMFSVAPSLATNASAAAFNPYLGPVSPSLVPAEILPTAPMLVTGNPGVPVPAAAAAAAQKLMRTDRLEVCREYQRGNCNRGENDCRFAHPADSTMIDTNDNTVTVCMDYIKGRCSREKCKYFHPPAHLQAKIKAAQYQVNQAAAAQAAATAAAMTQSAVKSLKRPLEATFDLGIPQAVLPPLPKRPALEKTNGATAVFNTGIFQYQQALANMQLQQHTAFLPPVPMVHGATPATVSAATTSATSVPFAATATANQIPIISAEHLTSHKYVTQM
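His-tagged MBNL1 binding to biotinylated (CUG)12 RNA was measured by TR-FRET using terbium anti-His antibody (0.055 ng/ul final) and streptavidin-XL665 (5 nM final). Compounds were titrated 92 nM to 58 uM; 60 min at room temperature.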
ELG1 DNA repair: inhibitors of ELG1-dependent DNA repair in HEK293T cells; HEK293T ELG1-luciferase reporter, luminescence, 16 h; DNA damage induced by 5-fluorouridine; actives 2.3% (n = 330,000); Potency, µM (top dose mostly 46.1 µM), for the others: at the highest dose activity change, negative = inhibition, actives largely listed as inhibitors; further: potency means the concentration at half of the fitted maximal effect; on the % scale 0 is the no-effect control and ±100 the full control effect; nearly all actives have a fitted effect of over 55% in size
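Quantitative HTS, concentration-response format. 2,000 cells/well co-treated with 5-fluorouridine and compound, 16 hr in 5% CO2 at 37 °C; ONE-Glo luminescence read after 30 min.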
PKM2 act: PKM2 (human) enzyme activation | P14618 | purified PKM2, Kinase-Glo ATP luminescence, activation; response scale: 0% is enzyme alone, no compound | Potency, µM (titrated, usually from 57.5 µM), without a hit: top-dose activation, most hits filed as activators | actives 0.34% (n = 260,000) | AID 1631; further: potency means the concentration at half of the fitted maximal effect; on the % scale 0 is the no-effect control and ±100 the full control effect; nearly all actives have a fitted effect of over 55% in size
Target sequence (P14618 whole entry, looked up): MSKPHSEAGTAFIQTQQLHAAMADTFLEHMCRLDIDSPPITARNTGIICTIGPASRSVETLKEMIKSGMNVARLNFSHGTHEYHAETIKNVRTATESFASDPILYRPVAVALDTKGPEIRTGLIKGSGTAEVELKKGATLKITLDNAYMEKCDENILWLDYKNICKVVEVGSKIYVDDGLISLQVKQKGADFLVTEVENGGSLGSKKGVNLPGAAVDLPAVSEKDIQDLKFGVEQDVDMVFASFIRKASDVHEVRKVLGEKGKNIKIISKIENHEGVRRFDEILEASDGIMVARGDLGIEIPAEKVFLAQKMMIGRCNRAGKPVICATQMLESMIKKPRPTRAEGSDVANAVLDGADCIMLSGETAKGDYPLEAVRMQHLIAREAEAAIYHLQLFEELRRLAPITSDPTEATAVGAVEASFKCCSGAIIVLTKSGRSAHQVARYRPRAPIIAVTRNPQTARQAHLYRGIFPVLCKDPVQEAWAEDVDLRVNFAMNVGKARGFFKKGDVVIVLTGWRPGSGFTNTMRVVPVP
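Purified hPK-M2 (>95% pure) converted ADP (0.1 mM final) to ATP with 0.5 mM PEP in 50 mM imidazole pH7.2, KCl, MgCl2, Tween 20, BSA; 1 h at room temperature. ATP detected by Kinase-Glo luminescence.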
FLuc modulator: counter-screen for miR-21 project: firefly luciferase inhibitors or activators; Potency, µM (doses to about 57.5 µM), without a hit: at the highest dose activity change, negative = inhibition, usual class: inhibitors; AID 588342; actives 6.9% (n = 360,000); P08659; purified FLuc, Km substrates, luminescence inhibition;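 further: potency means the concentration at half of the fitted maximal effect; plate controls were vehicle for no effect and reference inhibitor for full effect; nearly all actives have a fitted effect of over 55% in size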
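Purified P. pyralis luciferase, 10 nM final, with Km-level 10 uM D-luciferin and 10 uM ATP in 50 mM Tris acetate pH 7.5, 10 mM Mg acetate, 0.01% Tween-20, 0.05% BSA; 6-point qHTS titration about 60 µM downward; luminescence read.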
Rab9 promoter act: activates the Rab9 promoter. Huh7 Rab9 promoter-luciferase reporter, luminescence, 24 h. Potency, µM (series often up to 9.22 µM), inactives show at the highest dose activation, negative = inhibition, actives largely listed as activators. actives 2.8% (n = 320,000); further: potency means the concentration at half of the fitted maximal effect; % of control where 0% means no effect; nearly all actives have a fitted effect of over 60% in size
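Stable Rab9-luc Huh7, 1500 cells/well, 2 h settle; cmpd in DMSO, 24 h, 37 °C/5% CO2; luciferase reagent 10 min RT; luminescence.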
Menin-MLL TR inh: displaces Texas Red mutant MLL peptide from human menin; O00255; Menin + Texas Red MLL mutant peptide, fluorescence polarization; Potency, µM (titrated, usually from 61.6 µM), for the others: top-dose FP activity change, negative = inhibition, hits mostly inhibitors; actives 0.23% (n = 270,000); active means well fitted inhibition curve with a large enough effect in the polarisation, with a control signal flat, not every such curve was filed as active; inconclusive means small, poorly fitted or top-dose-only effect, or effect the other way, or a change in a side signal; inactive means no such curve, though single readings can be large or run the other way; the % refers to the polarisation; further: potency means the concentration at half of the fitted maximal effect; % of control where 0% means no effect; many of its hits are not listed in these tables
* hit, by the source's call; ? = inconclusive; · = no result given; [ ] = remark or other dose. Unless noted, the call rests on the fitted dose curve; in most records, active means well fitted curve in the direction sought with a large enough effect; inconclusive means small, poorly fitted or top-dose-only effect, or another doubt; inactive means no such curve, though single readings can be large; an effect the other way counts as inactive or inconclusive. Some of the compounds tested; rates above refer to the full screens.

Compound	Mito fusion act	ELG1 DNA repair	RORgamma inh	NPC1 prom act	KCNH2 3.1 block	VP16 counter	MBNL1-CUG inh	Rab9 promoter act	FLuc modulator	PKM2 act	Menin-MLL TR inh
Cc1ccc2c(CN3CCCCC3CCO)cc(=O)oc2c1 (stereo not given)	-3%	0%	36%	-1%	-22	12%	-2%	17%	-3%	·	3%
Cc1ccc(NC(=O)Cn2cnc3sc(C(=O)NCc4ccco4)c(C)c3c2=O)cc1Cl	0%	?	19%	0%	-3	-4%	5%	0%	-1%	10%	8%
O=C(CC1C(=O)OCN1C(=O)OCc1ccccc1)OCC(=O)c1ccccc1 (stereo not given)	-4%	-3%	3%	-2%	11	-1%	-5%	-1%	-5%	-4%	10%
COc1ccccc1CNC(=O)CC12CC3CC(CC(Br)(C3)C1)C2	-3%	22%	-27%	?	-1	-10%	-7%	1%	2%	-4%	11%
COCc1c(C(=O)N2CCN(c3ccc(C(F)(F)F)cn3)CC2)oc2ccccc12	16%	-4%	5%	-5%	3	-7%	-6%	-8%	1%	-5%	·
COCCNC(=O)C(c1ccc(F)cc1)N(C(=O)CCC(=O)Nc1ccccn1)C1CCCCC1 (stereo not given)	-4%	0%	-20%	-7%	12	7%	1%	-3%	0%	·	4%
CCc1ccccc1NC(=O)CN1C(=O)c2ccccc2S1(=O)=O	0%	11%	-11%	0%	24	4%	-1%	-1%	1%	-9%	-14%
CCCn1c(N)c(C(=O)COC(=O)CCS(=O)(=O)c2ccc(C)cc2)c(=O)[nH]c1=O	1%	-3%	11%	0%	1	15%	-6%	0%	-1%	1%	·
CN1CCN(CC(=O)Nc2ccc(Oc3ccccc3)cc2)CC1	-7%	-18%	-4%	-2%	8	0%	2%	2%	-2%	-5%	1%
COC(=O)Cc1c(C)nc2nc(NCc3ccc(Cl)cc3)[nH]n2c1=O	3%	8%	-12%	0%	-2	-14%	-29%	-3%	0%	-5%	-4%

Some of the entries so far, as labelled records:
O=C(CC1C(=O)OCN1C(=O)OCc1ccccc1)OCC(=O)c1ccccc1 (stereo not given)
  Mito fusion act = -4% | ELG1 DNA repair = -3% | RORgamma inh = 3% | NPC1 prom act = -2% | KCNH2 3.1 block = 11 | VP16 counter = -1% | MBNL1-CUG inh = -5% | Rab9 promoter act = -1% | FLuc modulator = -5% | PKM2 act = -4% | Menin-MLL TR inh = 10%
COc1ccccc1CNC(=O)CC12CC3CC(CC(Br)(C3)C1)C2
  Mito fusion act = -3% | ELG1 DNA repair = 22% | RORgamma inh = -27% | NPC1 prom act = ? | KCNH2 3.1 block = -1 | VP16 counter = -10% | MBNL1-CUG inh = -7% | Rab9 promoter act = 1% | FLuc modulator = 2% | PKM2 act = -4% | Menin-MLL TR inh = 11%
COCc1c(C(=O)N2CCN(c3ccc(C(F)(F)F)cn3)CC2)oc2ccccc12
  Mito fusion act = 16% | ELG1 DNA repair = -4% | RORgamma inh = 5% | NPC1 prom act = -5% | KCNH2 3.1 block = 3 | VP16 counter = -7% | MBNL1-CUG inh = -6% | Rab9 promoter act = -8% | FLuc modulator = 1% | PKM2 act = -5% | Menin-MLL TR inh = ·

The list continues:
Compound	Mito fusion act	ELG1 DNA repair	RORgamma inh	NPC1 prom act	KCNH2 3.1 block	VP16 counter	MBNL1-CUG inh	Rab9 promoter act	FLuc modulator	PKM2 act	Menin-MLL TR inh
CC(=O)OCC1=C(C(=O)O)N2C(=O)C(NC(=O)c3ccc(F)cc3)C2SC1 (stereo not given)	5%	5%	?	1%	15	5%	-4%	0%	-2%	16%	4%
COc1ccc(S(=O)(=O)NN(C)c2nc(C(F)(F)F)nc3ccccc23)cc1	10%	?	-16%	4%	-5	0%	·	1%	-12%	3%	8%
O=C1N[C@@H](Cc2cnc[nH]2)C(=O)N2CCC[C@@H]12	7%	0%	-4%	0%	8	-1%	19%	2%	4%	-3%	-1%
O=C(NCc1ccco1)c1ccc2c(=O)n(-c3ccccc3)c(=O)n(Cc3cccc(F)c3)c2c1	-3%	5%	?	-1%	·	-10%	13%	-5%	-22%	3%	2%
O=C(CN1CCN(Cc2ccccc2Cl)C1=O)NCCCN1CCOCC1	1%	7%	4%	-3%	-4	2%	1%	-2%	-1%	-3%	·
O=C(O)c1ccc(C(=O)c2ccc3c(c2)C(=O)N(CCO)C3=O)cc1	-3%	1%	0%	-1%	15	-4%	?	-4%	2%	-4%	·
Cc1nnc(NC(=O)CSc2nnc(C)n2-c2ccc(F)cc2)s1	-5%	16%	9%	-5%	3	-1%	-1%	1%	-3%	-3%	-5%
Cc1cccc(N2CCN(C(=O)c3cccc(S(=O)(=O)N4CCOCC4)c3)CC2)c1C	2%	-8%	·	-1%	-3	·	·	1%	0%	·	·
CN(CCCNC(=O)c1cccn2c(=O)c3ccccc3nc12)Cc1ccccc1	0%	-23%	-31%	-1%	-10	-5%	21%	6%	1%	2%	?
COc1ccccc1N1CCN(C(=O)Cn2nc3n(C)c4ccccc4n3c(=O)c2=O)CC1	-1%	9%	-20%	0%	·	5%	-1%	-5%	3%	-3%	11%
CNCC(=O)Nc1c(C)n[nH]c1C	1%	?	-2%	-3%	15	3%	-2%	-6%	5%	9%	1%
CC(=O)O[C@H]1C(=O)[C@@]2(C)[C@H]([C@H](OC(=O)c3ccccc3)[C@]3(O)C[C@H](OC(=O)[C@H](O)[C@@H](NC(=O)c4ccccc4)c4ccccc4)C(C)=C1C3(C)C)[C@]1(OC(C)=O)CO[C@@H]1C[C@@H]2O	-8%	-2%	?	-31%[inhibitor]	13	?	·	-26%	?	·	5%
COc1ccc(CNc2nc(=S)[nH]c3cc(OC)c(OC)cc23)cc1	-8%	-8%	16µM*	-1%	3	?	?	-2%	-4%	·	?
CCOc1ccc(-c2nnc3ccc(SC(C)C)nn23)cc1	29%	3%	-1%	-6%	-24	2%	11%	-3%	-2%	-21%	?
CCCN1C(=O)CC(Sc2ncccc2C(=O)O)C1=O (stereo not given)	-6%	-3%	3%	-2%	-3	-10%	-11%	-3%	-1%	0%	·
O=C(NCc1ccccc1)c1ccccc1C(=O)c1ncc[nH]1	-2%	-1%	2%	-1%	-1	-9%	3%	-12%	-2%	0%	4%
Cc1nnc(SCc2nc3sc(C(=O)O)c(C)c3c(=O)[nH]2)s1	1%	12%	-8%	4%	-5	9%	-17%	-1%	-2%	6%	·
COc1ccccc1CNC(=O)c1ccc(-c2ccccc2)cc1	-5%	?	-16%	1%	-15	-13%	7%	-2%	-1%	7%	1%
O=C(O)c1ccccc1Nc1ccc([N+](=O)[O-])c2nonc12	-5%	20%	9%	1%	4	-1%	?	1%	?	·	27%
COc1ccc(CCn2nnnc2C(CC(C)C)N2CCC(C(N)=O)CC2)cc1OC (stereo not given)	6%	6%	19%	-2%	-5	1%	-8%	3%	0%	0%	1%
CCOc1ccc(S(=O)(=O)N2CCCCC2)cc1NC(=O)Cc1cccc(C(F)(F)F)c1	1%	-3%	·	-6%	-24	·	·	-4%	6%	·	·
CC1(C(=O)CSc2nc3ccccc3[nH]2)CCC(=O)O1 (stereo not given)	-1%	23%	16%	-2%	26	14%	-2%	0%	1%	3%	11%
Cn1cnnc1SCC(=O)c1ccc2c(c1)CCCC2	0%	?	2%	14%	-1	-10%	1%	23%	19µM*	-5%	3%
O=C(N/N=C(\c1ccccc1)c1cccnc1)c1ccc(O)cc1	-1%	-4%	12%	1%	1	7%	5%	2%	1%	-5%	5%
O=C(Cc1cc(=O)[nH][nH]1)N/N=C/c1ccccc1Cl	1%	11%	-12%	-2%	11	5%	-1%	-5%	-11%	-1%	-18%
O=C(O)CCc1ccc(-c2cccs2)n1NC(=O)c1ccc(O)cc1	-2%	4%	-37%	1%	17	-9%	4%	-2%	4%	26%	23%
